core dimer inh – inhibitors of HCV core protein dimerization, primary screen, biochemical, TR-FRET, high-throughput. TR-FRET GST/Flag-core106 dimerization, 1536-well. inhibition, % at 5 µM. actives 0.33% (n = 300,000);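 active = inhibition above the mean of all tested compounds plus 3 SD, set per screening campaign, cut at about 45% in these data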
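Assay system: tagged HCV core106 pair (GST and Flag); medium: KF-containing HEPES buffer, pH 7.45, DTT, CHAPS, BSA; also added: Eu donor and XL665 acceptor anti-tag antibodies; dosing: 5 µM single dose; timing: compound-protein-antibody incubation 4 h at 22.5 °C; signal: TR-FRET 671 and 617 nm emission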
CTSL1 counter – Fasciola hepatica cathepsin L1 inhibitors, primary screen, counter-screen for PFM18AAP inhibitor project, biochemical, QFRET, fluorogenic peptide substrate | recombinant F. hepatica cathepsin L1, Z-Leu-Arg-MCA fluorescence | inhibition, % at 5.96 µM | actives 0.49% (n = 300,000);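 active = inhibition above the mean of all tested compounds plus 3 SD, set per screening campaign, cut at about 17% in these data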;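 also: 0% = plate median of test compound wells and 100% = 1 µM Z-Phe-Ala-diazomethylketone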
JMJD2C inh – inhibitors of GASC-1 histone demethylase, primary screen, biochemical, fluorescence, DELFIA europium; GST-JMJD2C(1-420) H3K9me3 demethylation; inhibition, % at 2.35 µM; actives 0.069% (n = 330,000);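 active = more than half of a compound's replicate wells show inhibition beyond 50%, single wells judged on their own value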;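 also: signal counts dimethyl H3K9 product captured on neutravidin plate; 0% = median of DMSO wells and 100% = 0.3 times that DMSO median; strong numbers were not always called active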
proCasp7 act – procaspase-7 activators, primary screen, counter-screen for procaspase-3 activator project, biochemical, absorbance, HTS, human; Caspase-7 (Homo sapiens), P55210; recombinant procaspase-7, Ac-DEVD-pNA absorbance 405 nm; D23A/D198A/D206A triple mutant, cannot self-cleave; scale: DMSO 0, 5 µM enzyme 100; activation, % at 8.5 µM; actives 0.093% (n = 330,000); AID 463210, 2010;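 active = percent activation above the screen-wide mean plus 3 SD, cut at about 25% in these data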
Target sequence (P55210 whole entry D23A/D198A/D206A): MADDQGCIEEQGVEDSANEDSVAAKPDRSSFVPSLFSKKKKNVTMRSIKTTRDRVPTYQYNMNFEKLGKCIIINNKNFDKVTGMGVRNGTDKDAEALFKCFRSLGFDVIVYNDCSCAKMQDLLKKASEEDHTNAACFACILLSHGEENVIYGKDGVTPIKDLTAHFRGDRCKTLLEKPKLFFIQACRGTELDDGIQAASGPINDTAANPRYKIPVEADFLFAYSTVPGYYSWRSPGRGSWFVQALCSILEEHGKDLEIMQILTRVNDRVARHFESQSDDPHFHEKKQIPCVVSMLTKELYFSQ
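Test system: Procaspase-7 triple mutant (PC-7 D3A). Also added: Ac-DEVD-pNA substrate, 400 µM as added. Schedule: 1 h enzyme–compound preincubation and 2 h substrate reaction, both 25 °C. Signal: p-Nitroaniline absorbance at 405 nm, read at 0 and 120 min. Control set: low DMSO alone, high DMSO plus 5 µM PC-7.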
PP1 inh – PP1-alpha phosphatase inhibitors, primary screen, counter-screen for PP5 inhibitor project, biochemical, fluorescence, OMFP substrate, single point; Serine/threonine-protein phosphatase PP1-alpha catalytic subunit (Homo sapiens), P62136; purified PP1alpha; inhibition, % at 6.7 µM; actives 0.9% (n = 320,000);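 active = inhibition above the mean inhibition of all tested compounds plus 3 SD, computed separately for each screening campaign, cut at about 15% in these data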
Target sequence (P62136 whole entry, looked up): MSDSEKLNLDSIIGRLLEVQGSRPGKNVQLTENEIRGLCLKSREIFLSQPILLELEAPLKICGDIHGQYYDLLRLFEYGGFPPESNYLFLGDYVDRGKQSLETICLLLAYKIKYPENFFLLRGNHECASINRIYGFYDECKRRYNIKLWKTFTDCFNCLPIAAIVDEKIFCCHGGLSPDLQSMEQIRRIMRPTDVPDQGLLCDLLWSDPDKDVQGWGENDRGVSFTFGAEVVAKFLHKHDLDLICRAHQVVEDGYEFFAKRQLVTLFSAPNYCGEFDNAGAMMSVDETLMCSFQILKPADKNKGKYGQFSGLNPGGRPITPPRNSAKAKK
Efflux pump mplx – inhibitors of Candida efflux pumps in yeast, primary screen, S. cerevisiae, Nile Red, multiplex | S. cerevisiae Candida pump triplex | inhibition, % at 10 µM | actives 0.44% (n = 330,000) | AID 485275, 2010;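 active = plate passing quality check with inhibition over a set limit, or well fluorescence over plate mean plus 4 SD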;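 also: Nile Red retained in pooled yeast measured as flow cytometry median fluorescence; 0% = buffer negative control and 100% = Enniatin B positive control; higher means more Nile Red kept so more efflux inhibition; some compounds called inactive have numbers as strong as hits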
TPT1 inh – Candida albicans TPT1 enzyme inhibitors, primary screen, biochemical, fluorescence polarization; tRNA 2'-phosphotransferase TPT1 (Candida albicans SC5314); recombinant caTPT1, FP RNA substrate dephosphorylation; inhibition, % at 5 µM; actives 0.81% (n = 300,000);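 active = inhibition above the mean of all tested compounds plus 3 SD, set per screening campaign, cut at about 24% in these data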;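 also: plate controls were DMSO alone for no effect and ferristatin control at 100 nM for full effect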
procasp3 activ – activators of human procaspase-3 D3A mutant, primary screen, biochemical, absorbance, PC-3 D3A mutant, single concentration; Caspase-3 (Homo sapiens), P42574; recombinant procaspase-3 D3A, Ac-DEVD-pNA absorbance 405 nm; activation, % at 8.5 µM; actives 0.11% (n = 330,000);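 active = activation above the mean of all tested compounds plus 3 SD, cut at about 21% in these data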;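 also: 0% = DMSO alone and 100% = DMSO wells spiked with extra 5 µM PC-3 D3A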
Target sequence (P42574 whole entry D9A/D28A/D175A): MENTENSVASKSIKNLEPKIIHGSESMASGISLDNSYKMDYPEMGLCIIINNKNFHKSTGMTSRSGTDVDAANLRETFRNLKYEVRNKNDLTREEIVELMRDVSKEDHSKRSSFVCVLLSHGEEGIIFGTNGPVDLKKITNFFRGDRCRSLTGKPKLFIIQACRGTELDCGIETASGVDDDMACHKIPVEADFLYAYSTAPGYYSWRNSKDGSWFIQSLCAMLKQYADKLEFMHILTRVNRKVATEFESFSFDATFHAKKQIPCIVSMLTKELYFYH
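assay system = Procaspase-3 D3A mutant | signal = absorbance at 405 nm, 0 and 120 min | times = 1 h preincubation plus 2 h reaction at 25 °C | repeats = single replicate | read-out = % activation between DMSO and enzyme-spiked controls | medium = Zinc-free HEPES saline buffer with Triton X-100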
PP5 primary – PP5 phosphatase inhibitors, primary screen, biochemical, fluorescence; actives 0.18% (n = 320,000); inhibition, % at 6.7 µM; purified PP5c, OMFP substrate fluorescence; Serine/threonine-protein phosphatase 5 (Homo sapiens), P53041;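 active = inhibition above the campaign's mean inhibition across all tested compounds plus 3 SD, cut at about 9.5% in these data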;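 also: 0% = DMSO only and 100% = 100 µM cantharidin control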
* marks the source's active call; other numbers are inactive results; x = not tested or not shown; & = joins results of further samples.

The opening two records, ahead of the listing:
SMILES	core dimer inh	CTSL1 counter	JMJD2C inh	proCasp7 act	PP1 inh	Efflux pump mplx	TPT1 inh	procasp3 activ	PP5 primary
CCc1ccc(C2CC(c3ccc(Cl)cc3)n3nc(N)nc3N2)cc1 (stereo unspecified)	-2	-3	3	-7	7	0.6	-1	2	1.4
CCOC(=O)Cc1csc(NC(=O)C(NC(=O)C2CCCCC2)C(C)C)n1 (stereo unspecified)	2	-2	4	11	-5	0.1	1	4	-1.5

All compounds of this part, repeating the preview:
SMILES	core dimer inh	CTSL1 counter	JMJD2C inh	proCasp7 act	PP1 inh	Efflux pump mplx	TPT1 inh	procasp3 activ	PP5 primary
CCc1ccc(C2CC(c3ccc(Cl)cc3)n3nc(N)nc3N2)cc1 (stereo unspecified)	-2	-3	3	-7	7	0.6	-1	2	1.4
CCOC(=O)Cc1csc(NC(=O)C(NC(=O)C2CCCCC2)C(C)C)n1 (stereo unspecified)	2	-2	4	11	-5	0.1	1	4	-1.5
CCOC(=O)C1(Cc2cccc(F)c2)CCN(CC(O)CO)CC1 (stereo unspecified)	-5	-1	-2	7	-4	0.0	1	1	-3.3
CCOC(=O)[C@H]1[C@H]2COc3ccc(OC)cc3[C@@H]2N2C(=O)[C@H](C)NC(=O)[C@@]12C	x	x	4	7	-2	-0.2	x	6	0.6
COc1ccc(OC)c(S(=O)(=O)Nc2ccc3[nH]c(=O)[nH]c3c2)c1	-8	4	6	-5	1	-0.3	0	1	1.3
CC(Sc1nnnn1-c1ccc(O)cc1)C(=O)NNC(=O)c1ccc(F)cc1 (stereo unspecified)	x	x	6	-2	-4	0.4	x	-9	4.3
CCC(=O)N1CCc2cc(Br)cc(S(=O)(=O)N3CCCC(C(=O)NC(C)(C)C)C3)c21 (stereo unspecified)	-8	-13	-10	-6	2	-0.4	4	-6	1.3
O=C1CCN(C2CCN(Cc3nc(Cc4ccccc4F)no3)CC2)CCN1	1	-2	-4	-7	-1	-0.1	-1	5	-0.8
CCn1c(SCC(=O)Nc2ccc3c(c2)OCCO3)nnc1-c1ccncc1	8	-1	-11	9	1	0.4	-2	8	1.0
CCC(C(=O)Nc1cc(C)nn1-c1nc(C)cc(C)n1)c1ccccc1 (stereo unspecified)	9	-1	-1	-1	1	-0.1	3	7	1.2
COc1cc(C(=O)NCC(=O)OCC(=O)Nc2ncc(Cl)cc2Cl)cc(OC)c1OC	-3	-11	5	-3	-4	0.0	2	6	0.9
O=C(Nc1nnc(SCc2ccc(F)cc2)s1)C1CC(=O)N(c2ccc3c(c2)OCCO3)C1 (stereo unspecified)	16	1	9	-7	0	0.0	1	-3	1.4
CCN(CC(=O)Nc1ccccc1C(F)(F)F)C(=O)c1oc2c(Cl)cccc2c1C	0	0	-21	1	-1	0.0	3	0	3.6
CC1(C)SC2C(NC(=O)COc3ccccc3)C(=O)N2C1C(=O)O (stereo unspecified)	5&3	-5&-4	18	11&16	-5&-3	0.1&0.5	1&-1	-2&2	-0.4&-1.3
CCOC(=O)c1c(-c2ccccc2)csc1NC(=O)CSc1nc(C)cc(C)n1	8	-1	-138	-7	4	0.0	-4	3	2.5
COc1ccccc1-n1cnc2cc(NC(C)=O)ccc21	-2	-2	-12	6	-1	0.0	-3	1	0.4
OCC[C@@H]1C[C@H](O)[C@@H](O)[C@@]2(OCCc3ccccc32)O1	-3	-4	-9	-7	-4	-0.1	-2	8	1.0
CSCCC(NC(=O)c1ccccc1Br)C(=O)NNC(=O)c1csc(N2CCOCC2)n1 (stereo unspecified)	4	12	6	3	-4	-0.2	1	-3	-0.8
CC1C/C(=C/c2ccncc2)C(=O)/C(=C/c2ccncc2)C1 (stereo unspecified)	7	3	18	-5	5	0.0	3	8	-3.4
O=C(CCCNC(=O)c1ccc(Cl)cc1)Nc1nccs1	x	x	-8	15	x	-0.1	x	-3	x
CC(=O)N1Cc2ccccc2CC1C(=O)NCc1ccccc1F (stereo unspecified)	13	-4	-2	8	-2	0.0	3	8	-1.6
Cc1ccc(NC(=O)c2c(C)nn(-c3ccccc3)c2Cl)c(C)c1	4	0	0	7	-3	0.5	2	0	3.5
CCCCNC(=O)NC1C(NC(=O)NCCCC)N(C)C(=O)N1C (stereo unspecified)	-1	2	-8	0	-3	0.0	0	7	0.0
O=C(CN1C(=O)C2C3C=CC(C3)C2C1=O)Nc1ccc2nccnc2c1 (stereo unspecified)	4	20*	5	6	-4	0.2	-1	9	1.3

Whole records as entered above. Values in the order: core dimer inh, CTSL1 counter, JMJD2C inh, proCasp7 act, PP1 inh, Efflux pump mplx, TPT1 inh, procasp3 activ, PP5 primary
Record of COc1ccccc1-n1cnc2cc(NC(C)=O)ccc21 : -2, -2, -12, 6, -1, 0.0, -3, 1, 0.4
Record of CSCCC(NC(=O)c1ccccc1Br)C(=O)NNC(=O)c1csc(N2CCOCC2)n1 (stereo unspecified) : 4, 12, 6, 3, -4, -0.2, 1, -3, -0.8
Record of OCC[C@@H]1C[C@H](O)[C@@H](O)[C@@]2(OCCc3ccccc32)O1 : -3, -4, -9, -7, -4, -0.1, -2, 8, 1.0
Record of COc1ccc(OC)c(S(=O)(=O)Nc2ccc3[nH]c(=O)[nH]c3c2)c1 : -8, 4, 6, -5, 1, -0.3, 0, 1, 1.3

Other records
SMILES	core dimer inh	CTSL1 counter	JMJD2C inh	proCasp7 act	PP1 inh	Efflux pump mplx	TPT1 inh	procasp3 activ	PP5 primary
CCc1ccc(NC(=O)CC2C(=O)N(c3cccc(C)c3)C(=O)N2C2CC2)cc1 (stereo unspecified)	4	1	9	2	-3	0.0	-3	-27	3.3
Cn1c(CNC(=O)c2ccc(Cl)cc2)nnc1SCC(=O)NC1=NCCS1	-2	4	-11	14	0	-0.1	4	-7	-0.7
O=C(NC(Cc1c[nH]c2ccccc12)C(=O)O)c1cccs1 (stereo unspecified)	-5	-5	-18	-9	-7	0.0	0	-7	2.1
Fc1ccc(-c2cc(C(F)(F)C(F)F)[nH]n2)cc1	-4	1	-4	4	-1	-0.1	-1	-3	1.8
O=C1CN(C(=O)C2CCCC2)CCN1	-4	-1	0	-1	-4	0.2	-1	-8	0.6
CCN(CC)C(=O)CSc1nc(-c2ccccc2)ccc1C#N	-1	6	13	4	5	0.0	2	8	1.8
Cc1cc2c(cc1S(=O)(=O)Nc1cccc(F)c1C)NC(=O)CO2	4	-1	3	2	1	0.1	5	-4	4.0
Cc1cc(C)cc(NC(=O)c2c(C)nc3ccccn23)c1	-7	-1	5	-13	-2	0.7	-5	11	2.7
COc1cc(-c2nc(-c3ccc4c(c3)-c3ccccc3S4(=O)=O)c(-c3ccccc3)[nH]2)cc(OC)c1O	39	1	0	1	-2	0.4	5	-3	3.4
Cc1nnc(SCC(=O)NCc2ccco2)n1-c1ccccc1	1	0	21	4	0	0.0	-2	5	-0.6
CCOC(=O)c1cc(NC(=O)C2C3C=CC(O3)C2C(=O)O)cc(C(=O)OCC)c1 (stereo unspecified)	6	3	-5	-3	17*	0.1	-2	5	23*
O=C(NCCCO)C(=O)c1c(-c2ccccc2)cc2ccccn12	-5	-5	3	7	-3	0.1	-2	2	-2.0
COc1ccc(S(=O)(=O)N(CC(=O)NC2CC2)Cc2ccccc2)cc1	-20	1	1	-6	0	0.0	-1	5	0.3
NS(=O)(=O)c1ccc(N/N=C/c2cn(-c3ccccc3)nc2-c2ccccc2)c([N+](=O)[O-])c1	21	3	-5	2	13	-0.2	4	0	-2.7
Cc1ccc(NC(=O)c2ccc(S(=O)(=O)N3CCCCCC3)cc2)nc1	5	10	3	-3	-9	0.1	2	-2	0.7
CC1CCc2[nH]c3ccc(C(=O)N(C)CC(=O)Nc4ccccc4Br)cc3c2C1 (stereo unspecified)	-2	6	0	0	0	0.1	-2	13	2.4
CN(Cc1ccc2ccccc2c1)C(=O)c1ccc(C(F)(F)F)cc1	1	1	-11	2	4	-0.1	4	2	5.5
Cc1c(/C=N/NC(=O)c2cc(Br)ccc2O)c(=O)n(C)c(=O)n1C	-1	1	69	3	0	0.5*	-2	8	2.4
COc1ccc2c(c1)c(C(O)CN1CCC(Cc3ccccc3)CC1)c(C)n2C (stereo unspecified)	-7	-8	-12	4	-1	0.1	1	3	-0.6
Cc1ccc(NC(=O)CCc2nc3ccccc3s2)c(O)c1	-2	3	6	1	0	0.1	1	9	-2.4
COc1ccc(N(CC(=O)NCC2CCCO2)S(=O)(=O)c2c(C)noc2C)cc1 (stereo unspecified)	3	-4	5	0	-3	-0.1	-1	-2	-4.0
C[N+](C)(CCOc1ccccc1)Cc1ccccc1 (tested in a mixture with another compound)	13	-1	13	-8	2	0.1	-3	-8	2.1
CCOC(=O)C1=C(COc2ccccc2)NC(=O)NC1c1cccc([N+](=O)[O-])c1 (stereo unspecified)	8	0	-13	8	0	0.1	-1	-6	2.4
N#Cc1ccc(NC(=O)CN2C(=O)NC(Cc3ccccc3)C2=O)cc1 (stereo unspecified)	1	3	-3	8	2	-0.1	-3	-5	-1.7
COc1ccc(-c2cc(C(=O)Nc3ccc(F)cc3F)no2)cc1	0	16	2	-6	1	-0.2	0	0	-0.9

Sorted by molar mass (low to high): some entries from above
SMILES	core dimer inh	CTSL1 counter	JMJD2C inh	proCasp7 act	PP1 inh	Efflux pump mplx	TPT1 inh	procasp3 activ	PP5 primary
CCCCNC(=O)NC1C(NC(=O)NCCCC)N(C)C(=O)N1C (stereo unspecified)	-1	2	-8	0	-3	0.0	0	7	0.0
CCC(C(=O)Nc1cc(C)nn1-c1nc(C)cc(C)n1)c1ccccc1 (stereo unspecified)	9	-1	-1	-1	1	-0.1	3	7	1.2
CC(Sc1nnnn1-c1ccc(O)cc1)C(=O)NNC(=O)c1ccc(F)cc1 (stereo unspecified)	x	x	6	-2	-4	0.4	x	-9	4.3
